High-throughput results deposited in PubChem by Sanford-Burnham Center for Chemical Genomics.
A3A deaminase: APOBEC3A ssDNA deaminase inhibitors, primary screen, selectivity assay for APOBEC3G inhibitor project, biochemical, FAM/TAMRA oligo cleavage fluorescence | DNA dC->dU-editing enzyme APOBEC-3A (Homo sapiens), P31941 | inhibition, % at 20 µM | actives 0.41% (n = 330,000) | recombinant A3A, FAM/TAMRA ssDNA deamination fluorescence | AID 493011, 2011;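 active = at least 40% inhibition at 20 µM here, with at most 30% in a related deaminase screen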;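 also: plate controls were A3A with DMSO for no effect and wells lacking A3A enzyme for full effect; some results filed as inactive read as strong as hits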
Target sequence (P31941 whole entry, looked up): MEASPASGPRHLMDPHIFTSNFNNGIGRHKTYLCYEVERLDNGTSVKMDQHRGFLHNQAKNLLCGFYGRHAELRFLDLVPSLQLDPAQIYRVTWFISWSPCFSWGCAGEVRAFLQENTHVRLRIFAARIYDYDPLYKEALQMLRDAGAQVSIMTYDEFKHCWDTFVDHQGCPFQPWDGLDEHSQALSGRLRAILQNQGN
mIAP inh: inhibitors of mouse IAP, primary screen, biochemical, luminescence, uHTS; intestinal alkaline phosphatase [Mus musculus]; purified mouse IAP, CDP-Star luminescence, 30 min; inhibition, % at 10 µM; actives 0.2% (n = 330,000);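 active = inhibition of at least 40% at 10 µM in the primary screen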;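 also: plate controls were DMSO with enzyme for no effect and no enzyme wells for full effect; values of inactives mirror those of a sister screen read the other way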
HKDC1 inh: HKDC1 hexokinase inhibitors, primary screen, biochemical, fluorescence, uHTS | Q2TB90 | recombinant HKDC1, G6PDH/diaphorase resazurin coupled fluorescence | inhibition, % at 20 µM | actives 0.16% (n = 340,000);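 active = inhibition above about 35% when tested at 20 µM, limit read from the data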;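 also: plate controls were DMSO wells with enzyme for no effect and DMSO wells lacking enzyme for full effect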
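System: Recombinant HKDC1 hexokinase | Amount: HKDC1 at 5 µg/mL | Reagent: Glucose with 1 mM ATP | Doses: Single 20 µM dose | Incubation: Reaction time 90 min, room temperature, protected from light | Signal: Coupled resazurin fluorescence, excitation 525 nm, emission 613 nm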
PfGluPho inh: PfG6PD enzyme inhibitors, primary screen, biochemical, fluorescence intensity, uHTS; glucose-6-phosphate dehydrogenase-6-phosphogluconolactonase (Plasmodium falciparum 3D7); PfGluPho enzyme, NADPH resazurin-diaphorase fluorescence; inhibition, % at 20 µM; actives 0.78% (n = 350,000);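 active = inhibition reaching at least a set limit at 20 µM in the primary screen, cut at about 59% in these data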;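 also: 0% = DMSO wells with substrate and 100% = DMSO wells lacking glucose-6-phosphate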
hIAP block: human IAP inhibitors, primary screen, biochemical, luminescence, uHTS; inhibition, % at 10 µM; purified IAP, CDP-Star luminescence, 30 min; Intestinal-type alkaline phosphatase (Homo sapiens), P09923; actives 0.12% (n = 330,000);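 active = inhibition reaching a set limit with compound at 10 µM in the primary screen, cut at about 35% in these data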;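 also: plate controls were DMSO wells with enzyme for no effect and no-enzyme buffer wells for full effect; values of inactives mirror those of a sister screen read the other way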
hIAP act: human IAP activators, primary screen, biochemical, luminescence, uHTS | activation factor at 10 µM | actives 0.16% (n = 330,000) | purified human IAP, CDP-Star luminescence, 30 min; hits give high values; 1 = vehicle-only enzyme, 0 = enzyme-free background;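 active = activation factor of the enzyme at least 2-fold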; also: the source names both 10 and 20 µM as test concentration; values of inactives mirror those of a sister screen read the other way
mIAP activ: activators of mouse IAP, primary screen, biochemical, luminescence, uHTS; actives 0.24% (n = 330,000); muIAP, CDP-Star luminescence, 30 min; hits give high values; 1 = vehicle-only enzyme signal, 0 = enzyme-free wells; AID 2805, 2010; activation factor at 10 µM;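 active = activation factor of at least 2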; also: the source names both 10 and 20 µM as test concentration; values of inactives mirror those of a sister screen read the other way
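Assay system: mouse IAP enzyme; reagent: chemiluminescent substrate CDP-Star; dosing: test compounds delivered from DMSO solution; schedule: 30 min at room temperature; measured by: luminescence from enzymatic CDP-Star hydrolysis; controls: DMSO-only wells and no-enzyme negative control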
ATG4B inh: ATG4B protease inhibitors, primary screen, biochemical, fluorescence, uHTS | actives 0.51% (n = 340,000) | AID 504462, 2011 | Cysteine protease ATG4B (Homo sapiens), Q9Y4P1 | inhibition, % at 8.33 µM | ATG4B cleavage of LC3-PLA2, NBD-HPC fluorescence, 1 h; in the data active = inhibition above about 40%
Target sequence (Q9Y4P1 whole entry, looked up): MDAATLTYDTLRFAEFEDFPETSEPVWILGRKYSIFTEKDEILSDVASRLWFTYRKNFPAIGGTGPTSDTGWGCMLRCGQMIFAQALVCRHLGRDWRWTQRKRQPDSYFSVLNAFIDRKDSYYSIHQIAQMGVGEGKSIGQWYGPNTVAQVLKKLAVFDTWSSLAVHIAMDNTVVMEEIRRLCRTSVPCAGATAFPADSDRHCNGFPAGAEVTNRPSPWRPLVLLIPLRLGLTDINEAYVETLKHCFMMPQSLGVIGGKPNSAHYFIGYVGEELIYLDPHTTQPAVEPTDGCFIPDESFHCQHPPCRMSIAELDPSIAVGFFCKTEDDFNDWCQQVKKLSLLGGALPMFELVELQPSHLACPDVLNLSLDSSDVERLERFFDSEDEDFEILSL
Active calls of the source: *; · = no result given. This is a random part of the collection. About 2.4% of those tested had a hit in this group.

SMILES | A3A deaminase | mIAP inh | HKDC1 inh | PfGluPho inh | hIAP block | hIAP act | mIAP activ | ATG4B inh
Cc1ccc(-n2cc(-c3ccccc3)c3c(NN4CCOCC4)ncnc32)cc1 | -0.5 | -17.4 | -15.4 | -15.2 | -13.5 | 1.14 | 1.17 | 8.6
C=CCNc1ncnc2c1[nH]c1ccccc12 | -0.6 | -10.4 | -3.8 | 12.3 | 0.6 | 0.994 | 1.1 | 3.0
O=C(O)c1cccnc1NC1CCCC1 | -0.6 | 0.9 | -8.8 | -5.8 | 8.7 | 0.913 | 0.991 | 2.5
O=C1COc2ccc(S(=O)(=O)N3CCCCC3)cc2N1 | 2.8 | -4.5 | -5.0 | 42.8 | 13.1 | 0.869 | 1.04 | -6.1
COc1cccc(-c2noc(Cn3nc(C(=O)O)c4ccccc4c3=O)n2)c1 | 1.4 | -0.7 | 0.3 | 8.9 | -1.8 | 1.02 | 1.01 | -7.1
Nc1nc(N2CCCCC2)c(C=O)c(N2CCCCC2)n1 | -3.1 | 0.4 | 5.3 | -11.3 | -6.0 | 1.06 | 0.996 | 6.2
COc1ccc(CNC(=O)CN(Cc2ccco2)C(=O)CNS(=O)(=O)c2ccc(C)cc2)cc1 | -3.9 | 0.3 | 5.3 | -2.0 | -8.7 | 1.09 | 0.997 | -12.6
COc1cccc(-n2nnc(S(=O)(=O)c3ccc(C)cc3)c2N)c1 | 1.3 | 3.3 | -4.1 | 6.7 | 6.5 | 0.935 | 0.967 | -1.1
CCOc1cc(/C=C/c2cc(C(F)(F)F)[nH]c(=O)n2)ccc1O | 0.6 | 3.7 | 22.8 | -28.2 | 13.3 | 0.867 | 0.963 | 1.3
CC(CCc1ccccc1)NC(=O)CCCCCNc1nc(=S)[nH]c2ccccc12 (configuration not stated) | -5.1 | 1.1 | · | · | -13.2 | 1.13 | 0.989 | ·
Cc1ccc(S(=O)(=O)Nc2c(C)nc3nc(C)[nH]n3c2=O)cc1 | -4.3 | -5.4 | -2.9 | -12.2 | -14.1 | 1.14 | 1.05 | 0.7
Cc1cccc(-c2nc(Nc3cccc(O)c3)c3ccccc3n2)c1 | -5.7 | 2.2 | -3.4 | 11.6 | -16.7 | 1.17 | 0.978 | -15.1
COc1ccc(Cl)cc1NC(=O)CN1CCC(n2nnc3cc(C)ccc32)CC1 | 2.7 | -15.2 | -0.5 | 23.4 | 8.9 | 0.911 | 1.15 | -21.0
Cc1ccc(-c2nnn(CC(=O)N(Cc3ccc(F)cc3)C(C(=O)NC3CCCC3)c3ccncc3)n2)o1 (configuration not stated) | -2.5 | -35.5 | 6.3 | 20.7 | 1.2 | 0.988 | 1.35 | -15.6
CCOc1cc(/C=N/NC(=O)C(=O)NCc2cccnc2)ccc1O | -4.4 | 9.1 | -5.7 | 0.9 | -2.3 | 1.02 | 0.909 | -5.1
Cc1cc(NC(=S)Nc2cccnc2)ccc1Br | -4.0 | -19.8 | -0.4 | 8.7 | 9.6 | 0.904 | 1.2 | -6.7
Cc1sc(NC(=O)c2ccco2)c(C(c2cccnc2)N2CCN(c3ccc(F)cc3)CC2)c1C (configuration not stated) | -0.7 | 5.6 | -1.3 | 17.1 | 16.7 | 0.833 | 0.944 | 0.2
COc1ccc(-n2ncc3c(SCC(=O)N4CCN(c5ccccc5OC)CC4)ncnc32)cc1 | -2.3 | 13.3 | 1.6 | -3.3 | 2.4 | 0.976 | 0.867 | -4.3
CS(=O)(=O)Nc1ccc(C(=O)Nc2ccc3ccccc3c2)cc1 | -3.7 | 1.8 | -8.1 | -5.7 | -5.9 | 1.06 | 0.982 | -2.7
O=S(=O)(c1ccc2nnn(O)c2c1)N1CCCCC1 | 1.5 | 5.4 | -3.8 | -17.1 | 9.6 | 0.904 | 0.946 | -5.7
O=C(c1ccco1)N1CCN(C(=O)c2cc3ccccc3oc2=O)CC1 | -2.9 | -0.8 | -0.9 | -2.2 | -15.5 | 1.16 | 1.01 | -1.1
Cc1nc(C)n(CCNS(=O)(=O)c2ccc(C)c(C)c2)n1 | -6.9 | 10.6 | 3.7 | 7.5 | 0.2 | 0.998 | 0.894 | -5.3
COc1ccc(CSc2nc(O)cc(=O)n2CC(C)C)cc1F | -2.0 | 6.6 | 7.7 | -10.3 | -2.0 | 1.02 | 0.934 | 7.1
O=C1C=C(c2ccccc2)OC(c2ccccc2)O1 (configuration not stated) | 2.1 | 12.3 | 2.3 | 8.1 | -1.6 | 1.02 | 0.877 | -0.9
Cc1ccc(CCNC(=O)C2CCN(S(=O)(=O)c3ccc4c(c3)CCC(=O)N4)CC2)cc1 | 8.8 | -9.7 | -5.8 | 12.2 | -22.8 | 1.23 | 1.1 | -7.9
O=C(CCN1CCOCC1)N1c2ccccc2Sc2ccc(Cl)cc21 | 0.4 | -0.3 | 1.5 | -1.7 | -8.1 | 1.08 | 1 | 0.6
CCN(CC)C(=O)COC(=O)c1ccc(C)c(NC(=O)c2ccco2)c1 | -1.3 | 3.2 | -7.3 | -0.9 | 8.5 | 0.915 | 0.968 | -10.6
COc1cc(C2C(C(C)=O)=C(O)C(=O)N2CCc2c[nH]c3ccccc23)ccc1O (configuration not stated) | -2.9 | 2.8 | 6.9 | -4.6 | -6.0 | 1.06 | 0.972 | -1.5
COc1ccc(-n2nc([N+](=O)[O-])c(=NCCc3ccc(C)cc3)n2O)cc1 | -4.6 | 2.5 | -2.5 | 21.9 | -17.2 | 1.17 | 0.975 | -7.2
CCn1c(C(O)c2ccccc2)nc2ccccc21 (configuration not stated) | 2.6 | -0.2 | -7.1 | 6.8 | 18.3 | 0.817 | 1 | 5.7
COc1cc(SC)ccc1C(=O)OCC(=O)NC1CCCC1 | 2.3 | 1.7 | -2.6 | 4.1 | -2.0 | 1.02 | 0.983 | 0.6
O=[N+]([O-])c1ccc(/C([O-])=C(/C(=S)NCc2ccco2)[n+]2ccccc2)cc1 | 23.0 | 17.7 | -0.4 | 44.6 | 20.1 | 0.799 | 0.823 | -4.0
COC(=O)NCC(c1ccco1)N1CCN(c2ccc(F)cc2)CC1 (configuration not stated) | 0.1 | 3.9 | -13.2 | -15.5 | 17.5 | 0.825 | 0.961 | -6.3
Cc1cc(Cl)ccc1OCC(=O)NN1C(=O)C2C3C=CC(C3)C2C1=O (configuration not stated) | 3.8 | 3.2 | -10.3 | 44.9 | 11.9 | 0.881 | 0.968 | -11.0
NCCOc1ccccc1OCCN | -5.7 | -7.4 | -0.4 | -12.5 | -1.4 | 1.01 | 1.07 | 4.7
CC(C(=O)Nc1cccc([N+](=O)[O-])c1)N1CCN(C/C=C/c2ccccc2)CC1 (configuration not stated) | 2.6 | 2.9 | -5.1 | -11.9 | 4.4 | 0.956 | 0.971 | -7.7
COC(=O)c1cccc(NC(=O)CN2CCC(NC(=O)c3cc(OC)c(OC)c(OC)c3)CC2)c1 | -2.1 | 10.3 | -1.3 | 13.7 | 15.8 | 0.842 | 0.897 | -14.3
CCCNC(=O)c1ccc(N(Cc2ccccc2)S(C)(=O)=O)cc1 | -1.2 | 5.4 | -3.7 | -21.3 | -19.8 | 1.2 | 0.946 | -2.0
Cc1ccccc1C(=O)N1CCN(c2ccc(NC(=O)c3ccco3)cc2Cl)CC1 | -4.3 | 9.4 | 0.7 | 10.4 | -1.4 | 1.01 | 0.906 | -9.2
O=C(CSc1ccc(Cl)cc1)OCc1nnc(-c2ccccc2)o1 | 1.1 | 5.9 | 1.2 | 12.2 | -0.6 | 1.01 | 0.941 | -4.1

Results in ATG4B inh and HKDC1 inh (2 entries from above):
Molecule | ATG4B inh | HKDC1 inh
COc1cc(SC)ccc1C(=O)OCC(=O)NC1CCCC1 | 0.6 | -2.6
O=[N+]([O-])c1ccc(/C([O-])=C(/C(=S)NCc2ccco2)[n+]2ccccc2)cc1 | -4.0 | -0.4

The results go on.
SMILES | A3A deaminase | mIAP inh | HKDC1 inh | PfGluPho inh | hIAP block | hIAP act | mIAP activ | ATG4B inh
O=C(NCC1CCCO1)c1ccc(Cl)c(S(=O)(=O)Nc2ccccc2)c1 (configuration not stated) | -1.5 | 0.0 | -1.1 | -16.1 | -14.4 | 1.14 | 1 | 5.3
O=C(COC(=O)C1CC2CCCC(C1)C2=O)c1cccc(Br)c1 (configuration not stated) | 7.0 | 0.3 | -5.8 | 8.6 | 3.5 | 0.965 | 0.997 | -9.4
CC(=O)Nc1cccc(OCCCNC(=O)C2CCC2)c1 | -1.8 | 1.5 | -1.5 | -14.8 | 0.5 | 0.995 | 0.985 | -2.1
O=C(NC(=S)NCc1cccnc1)c1ccc([N+](=O)[O-])cc1 | -2.7 | 12.4 | -1.9 | -18.4 | 0.3 | 0.997 | 0.876 | 3.0
CC1CCN(C2=NC(=O)/C(=C/c3ccc(O)cc3)S2)CC1 | -7.1 | 17.4 | -0.6 | 2.2 | 10.6 | 0.894 | 0.826 | -1.5
O=c1c2ccccc2nc(/C=C/c2ccc([N+](=O)[O-])cc2)n1CCCO | -0.3 | -2.8 | 18.6 | 7.5 | 17.0 | 0.83 | 1.03 | -7.5
CC(=O)c1cccc(S(=O)(=O)N2CCN(c3ccccc3F)CC2)c1 | -1.2 | -11.9 | -2.4 | -19.1 | -14.9 | 1.15 | 1.12 | 10.3
O=C(N/N=C1/CC(c2ccccc2)Oc2ccccc21)C1CC1 (configuration not stated) | 0.7 | 7.8 | 11.1 | -12.9 | -0.1 | 1 | 0.922 | 6.4
CCOC(=O)C1=C(CS(=O)(=O)c2ccc(C)cc2)NC(=O)NC1c1ccc(O)c(OC)c1 (configuration not stated) | -11.0 | -6.9 | -1.4 | 4.5 | -22.0 | 1.22 | 1.07 | -10.2
COc1ccc(S(=O)(=O)Nc2cc(C)ccn2)cc1OC | -0.8 | 10.1 | -1.8 | -10.9 | 11.0 | 0.89 | 0.899 | -2.9
C/C(CC(=O)NC1CCCC1)=N\NC(=O)Cc1cccs1 | 0.4 | -1.3 | -7.2 | -13.2 | 0.5 | 0.995 | 1.01 | 4.5
Cc1c(C(=O)N/N=C/c2ccncc2)nnn1-c1nonc1N | 1.5 | -0.3 | -0.3 | -1.1 | 3.2 | 0.968 | 1 | 1.5

Five entries drawn at random from the list so far:
SMILES | A3A deaminase | mIAP inh | HKDC1 inh | PfGluPho inh | hIAP block | hIAP act | mIAP activ | ATG4B inh
O=C1C=C(c2ccccc2)OC(c2ccccc2)O1 (configuration not stated) | 2.1 | 12.3 | 2.3 | 8.1 | -1.6 | 1.02 | 0.877 | -0.9
COc1ccc(S(=O)(=O)Nc2cc(C)ccn2)cc1OC | -0.8 | 10.1 | -1.8 | -10.9 | 11.0 | 0.89 | 0.899 | -2.9
O=C(NCC1CCCO1)c1ccc(Cl)c(S(=O)(=O)Nc2ccccc2)c1 (configuration not stated) | -1.5 | 0.0 | -1.1 | -16.1 | -14.4 | 1.14 | 1 | 5.3
O=C1COc2ccc(S(=O)(=O)N3CCCCC3)cc2N1 | 2.8 | -4.5 | -5.0 | 42.8 | 13.1 | 0.869 | 1.04 | -6.1
Cc1nc(C)n(CCNS(=O)(=O)c2ccc(C)c(C)c2)n1 | -6.9 | 10.6 | 3.7 | 7.5 | 0.2 | 0.998 | 0.894 | -5.3
